From PubChem BioAssay
Mdm2 MdmX PPI: disrupts the human Mdm2-MdmX interaction. O15151+Q00987. SaOS-2 split-luciferase Mdm2/MdmX complementation, luminescence. inhibition, % at 8 µM. hit rate 3% among 330,000. AID 485346;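 active = inhibition of at least 50% at 8 µM in the primary screen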
Target sequence (O15151 whole entry, looked up): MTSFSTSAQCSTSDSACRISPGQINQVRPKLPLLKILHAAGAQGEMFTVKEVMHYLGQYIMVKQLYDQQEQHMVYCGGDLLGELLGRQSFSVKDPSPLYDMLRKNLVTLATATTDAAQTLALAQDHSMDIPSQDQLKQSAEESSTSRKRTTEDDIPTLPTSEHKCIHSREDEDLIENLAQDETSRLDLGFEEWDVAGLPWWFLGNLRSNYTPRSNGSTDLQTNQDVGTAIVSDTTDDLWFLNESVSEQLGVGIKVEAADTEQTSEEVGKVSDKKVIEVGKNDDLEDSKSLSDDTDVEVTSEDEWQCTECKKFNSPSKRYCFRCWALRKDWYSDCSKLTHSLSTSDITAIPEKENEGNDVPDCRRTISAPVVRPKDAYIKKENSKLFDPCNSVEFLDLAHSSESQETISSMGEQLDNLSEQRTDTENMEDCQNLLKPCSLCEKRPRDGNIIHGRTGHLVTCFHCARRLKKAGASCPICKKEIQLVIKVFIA
Target sequence (Q00987 whole entry, looked up): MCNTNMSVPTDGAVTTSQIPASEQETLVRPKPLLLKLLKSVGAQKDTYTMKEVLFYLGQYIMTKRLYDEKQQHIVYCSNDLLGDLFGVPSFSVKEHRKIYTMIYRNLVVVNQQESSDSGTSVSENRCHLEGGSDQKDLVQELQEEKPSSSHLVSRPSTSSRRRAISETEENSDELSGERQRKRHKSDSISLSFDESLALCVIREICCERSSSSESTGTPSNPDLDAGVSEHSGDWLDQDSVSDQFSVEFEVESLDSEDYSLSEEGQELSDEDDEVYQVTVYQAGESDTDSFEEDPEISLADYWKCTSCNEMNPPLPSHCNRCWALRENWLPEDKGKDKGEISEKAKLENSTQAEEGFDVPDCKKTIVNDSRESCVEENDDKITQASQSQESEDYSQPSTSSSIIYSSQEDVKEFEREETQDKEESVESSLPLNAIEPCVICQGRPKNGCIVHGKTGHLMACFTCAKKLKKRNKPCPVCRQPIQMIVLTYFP
tim23-1 inh: tim23-1 yeast growth inhibition. S. cerevisiae tim23-1 growth, BacTiter-Glo luminescence, 24 h. inhibition, % at 20 µM. hit rate 1.3% among 330,000. AID 463212;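 active = growth inhibition of the mutant yeast at or above 50%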;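 note: temperature-sensitive mutant grown at 25 °C; plate controls were DMSO-treated mutant yeast for no effect and medium wells lacking yeast for full effect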
697 NFkB inh: lowers PMA/ionomycin-induced NF-kB signal in 697 B cells; 697 B-cell NF-kB luciferase reporter, 16 h; inhibition, % at 4 µM; hit rate 0.33% among 330,000; AID 435022; in the data active = inhibition above about 35%
tim10-1 inh: inhibits growth of tim10-1 mutant yeast; hit rate 2.2% among 330,000; inhibition, % at 20 µM; S. cerevisiae tim10-1 ts strain growth, BacTiter-Glo, 24 h;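 active = inhibition of at least 40%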;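 note: mutant grown at 25 °C; 0% = DMSO wells with yeast and 100% = wells holding no yeast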
Jurkat NFkB inh: lowers PMA/ionomycin-induced NF-kB signal in Jurkat cells; PMA/ionomycin-induced NF-kB luciferase reporter, luminescence; inhibition, % at 4 µM; hit rate 0.53% among 330,000; in the data active = inhibition above about 50%
UPR CHOP act: activators of apoptotic arm of unfolded protein response (CHOP). activation, % at 10 µM. AID 449763. CHO-CHOP luciferase reporter, UPR activation, luminescence; percent of tunicamycin response over DMSO baseline. hit rate 0.34% among 330,000;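 active = at 10 µM dose, activation of 40% or more, normalized to positive control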;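 note: 100% = tunicamycin at 10 µg/mL and 0% = DMSO alone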
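System: CHO-CHOP luciferase reporter cell line; amount: 500 cells/well; buffer or medium: F12 medium containing 10% fetal bovine serum; incubation: 6 h compound exposure at 37 °C after overnight seeding; measured by: luciferase luminescence after 10 min with Steady-Glo reagent; evaluation: % reporter activation, DMSO baseline versus tunicamycin full activation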
TIM10 inh: TIM10 yeast growth inhibition; S. cerevisiae TIM10 strain growth, BacTiter-Glo luminescence, 24 h; inhibition, % at 10 µM; hit rate 1.4% among 330,000; AID 463195;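 active = inhibition of 40% or more at the single tested concentration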;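 note: wild-type TIM10 isogenic control strain grown at permissive 25 °C; 0% = DMSO yeast wells and 100% = minimal medium wells without yeast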
UPR XBP1 act: activators of adaptive arm of unfolded protein response (XBP1); CHO-XBP1 luciferase reporter, IRE1-XBP1 UPR activation, luminescence; percent of tunicamycin response, DMSO as zero; activation, % at 20 µM; hit rate 0.33% among 330,000;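 active = versus positive control, 20 µM dose yields 30% or more activation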;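 note: 100% = tunicamycin at 10 µg/mL and 0% = DMSO only wells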
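Material: CHO cell line with stable XBP1 luciferase reporter; schedule: 16-18 h cell attachment at 37 °C, then 6 h compound exposure; signal: glow luminescence from Steady-Glo reagent; medium: serum-containing F12 medium, 10% FBS; benchmarks: tunicamycin 10 µg/mL and vehicle-only wells; read-out: percent activation relative to tunicamycin reference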
The depositor's hits bear a star.

(1) O=C(CC1(O)C(=O)N(Cc2ccccc2)c2ccccc21)c1ccncc1 (stereo not drawn)
(2) COc1cccc(OCC(=O)Nc2ccccc2NC(C)=O)c1
(3) O=C(NCc1ccncc1)c1cn(-c2ccccc2)nc1-c1cccnc1
(4) CNC(=O)COC(=O)/C=C/c1cccc(F)c1
(5) CC(=O)Nc1cc(NC(C)=O)cc(C(=O)OCC(=O)N2CC(C)OC(C)C2)c1 (stereo not drawn)
(6) CCOC(=O)c1sc2nc(CN3CCCCC3)nc(Cl)c2c1C
Assay by compound	1	2	3	4	5	6
Mdm2 MdmX PPI	17	10	10	5	-10	-3
tim23-1 inh	1	7	-5	4	-6	7
697 NFkB inh	-34	7	-5	17	3	12
tim10-1 inh	14	11	14	-1	7	26
Jurkat NFkB inh	5	8	11	5	5	3
UPR CHOP act	0.1	-0.7	0.6	-0.3	-0.2	0.5
TIM10 inh	6	-14	18	12	-5	13
UPR XBP1 act	0	1	-2	-3	-3	-1

(7) CCc1ccc(NC(=O)C(=O)NCC2CCCN2S(=O)(=O)c2cccs2)cc1 (stereo not drawn)
(8) CCOc1ccc(C(=O)N(CN2CCCC2=O)c2ccccc2)cc1
(9) CC[n+]1c(C)sc2sc3ccccc3c21
(10) COCCNC(=O)CN(C(=O)Cn1nnc2ccccc21)c1ccccc1
(11) Fc1ccc(-n2c(Cc3ccccc3)nnc2SCc2nc(-c3ccc(Cl)cc3)no2)cc1
(12) CCCCCC(=O)N/N=C(\C)c1ccc(NC(=O)c2ccco2)cc1
Assay by compound	7	8	9	10	11	12
Mdm2 MdmX PPI	10	12	-10	13	14	-4
tim23-1 inh	11	-2	41	4	35	4
697 NFkB inh	8	-3	12	8	-25	-10
tim10-1 inh	-1	11	9	8	28	-6
Jurkat NFkB inh	9	9	-2	-1	-30	-22
UPR CHOP act	0.5	1.4	0.0	-0.6	1.4	3.5
TIM10 inh	-12	13	16	-8	41*	15
UPR XBP1 act	-3	-1	0	-2	-2	2

(13) N#CCSc1nnc(COc2ccccc2)n1-c1ccccc1
(14) CC(Sc1n[nH]c(N)n1)C(=O)NC1CCCCC1C (stereo not drawn)
(15) COC(=O)CCCC(=O)N1CCCC(C(=O)c2ccc(-c3ccccc3)cc2)C1 (stereo not drawn)
(16) Cc1nc(Nc2ccc(C(=O)O)cc2)sc1-c1ccccc1
(17) Cc1ccsc1C(=O)OCC(=O)NCCC1=CCCCC1
(18) [O-]/[N+](=C/c1ccco1)c1ccccc1
Assay by compound	13	14	15	16	17	18
Mdm2 MdmX PPI	25	10	7	-179	-7	13
tim23-1 inh	6	-1	20	-2	9	-6
697 NFkB inh	3	16	12	-284	-36	6
tim10-1 inh	12	-1	6	1	14	8
Jurkat NFkB inh	16	12	-5	-36	-27	-8
UPR CHOP act	1.1	0.2	0.5	-7.0	2.6	3.3
TIM10 inh	20	5	2	-9	13	-8
UPR XBP1 act	3	-5	0	-5	4	-2

Shown with values under each structure: 13 of the compounds above.
Values run as follows: Mdm2 MdmX PPI	tim23-1 inh	697 NFkB inh	tim10-1 inh	Jurkat NFkB inh	UPR CHOP act	TIM10 inh	UPR XBP1 act
(1) O=C(CC1(O)C(=O)N(Cc2ccccc2)c2ccccc21)c1ccncc1 (stereo not drawn)
  17	1	-34	14	5	0.1	6	0
(2) COc1cccc(OCC(=O)Nc2ccccc2NC(C)=O)c1
  10	7	7	11	8	-0.7	-14	1
(3) O=C(NCc1ccncc1)c1cn(-c2ccccc2)nc1-c1cccnc1
  10	-5	-5	14	11	0.6	18	-2
(4) CNC(=O)COC(=O)/C=C/c1cccc(F)c1
  5	4	17	-1	5	-0.3	12	-3
(5) CC(=O)Nc1cc(NC(C)=O)cc(C(=O)OCC(=O)N2CC(C)OC(C)C2)c1 (stereo not drawn)
  -10	-6	3	7	5	-0.2	-5	-3
(6) CCOC(=O)c1sc2nc(CN3CCCCC3)nc(Cl)c2c1C
  -3	7	12	26	3	0.5	13	-1
(7) CCc1ccc(NC(=O)C(=O)NCC2CCCN2S(=O)(=O)c2cccs2)cc1 (stereo not drawn)
  10	11	8	-1	9	0.5	-12	-3
(8) CCOc1ccc(C(=O)N(CN2CCCC2=O)c2ccccc2)cc1
  12	-2	-3	11	9	1.4	13	-1
(9) CC[n+]1c(C)sc2sc3ccccc3c21
  -10	41	12	9	-2	0.0	16	0
(10) COCCNC(=O)CN(C(=O)Cn1nnc2ccccc21)c1ccccc1
  13	4	8	8	-1	-0.6	-8	-2
(11) Fc1ccc(-n2c(Cc3ccccc3)nnc2SCc2nc(-c3ccc(Cl)cc3)no2)cc1
  14	35	-25	28	-30	1.4	41*	-2
(12) CCCCCC(=O)N/N=C(\C)c1ccc(NC(=O)c2ccco2)cc1
  -4	4	-10	-6	-22	3.5	15	2
(13) N#CCSc1nnc(COc2ccccc2)n1-c1ccccc1
  25	6	3	12	16	1.1	20	3

Numbers 13 to 14, quoted:
(13) N#CCSc1nnc(COc2ccccc2)n1-c1ccccc1
(14) CC(Sc1n[nH]c(N)n1)C(=O)NC1CCCCC1C (stereo not drawn)
Assay by compound	13	14
Mdm2 MdmX PPI	25	10
tim23-1 inh	6	-1
697 NFkB inh	3	16
tim10-1 inh	12	-1
Jurkat NFkB inh	16	12
UPR CHOP act	1.1	0.2
TIM10 inh	20	5
UPR XBP1 act	3	-5

More entries
(19) CN(Cc1ncc[nH]1)Cc1cn(-c2ccccc2)nc1-c1ccc2c(c1)OCO2
(20) CC(=O)Nc1ccc(S(=O)(=O)NCCC(=O)OCc2ccccc2F)cc1
(21) OCCC1CN(Cc2ccc(Oc3ncccn3)cc2)CCN1Cc1ccc(F)c(F)c1 (stereo not drawn)
(22) CCC(=O)N1CCc2cc(OC)c(OC)cc2C1COc1ccc(F)cc1 (stereo not drawn)
(23) CC1CCC2(CC1)NC(=O)N(CC(=O)N1CCN(C(=O)c3ccco3)CC1)C2=O (stereo not drawn)
(24) Cc1ccc2c(c1)N(C(=O)CCC(=O)NCCCN(C)Cc1ccccc1)CCO2
Assay by compound	19	20	21	22	23	24
Mdm2 MdmX PPI	18	9	-1	-5	8	9
tim23-1 inh	-3	3	2	16	18	1
697 NFkB inh	5	9	22	-13	4	-8
tim10-1 inh	3	4	-6	15	7	-7
Jurkat NFkB inh	-2	8	9	64*	12	0
UPR CHOP act	1.3	-2.6	-1.1	0.5	-2.7	-1.4
TIM10 inh	-18	8	-8	6	14	-2
UPR XBP1 act	0	-1	-2	-4	-1	0

(25) O/N=C1\CC2(Cc3nonc31)OCCO2
(26) Cc1cccc(OC(=O)c2cncc(Br)c2)c1
(27) COCCN1C(=O)c2ccc(C(=O)NCc3cccnc3)cc2C1=O
(28) O=C(O)C1CCCN1S(=O)(=O)c1cccc2nsnc12 (stereo not drawn)
(29) CCC(C)N(C(=O)CSc1nnc2ccccn12)C1CCS(=O)(=O)C1 (stereo not drawn)
(30) COc1ccc(C(=O)Cc2cc(OC)c(OC)cc2C(=O)c2ccccc2F)cc1OC
Assay by compound	25	26	27	28	29	30
Mdm2 MdmX PPI	-6	3	-2	11	15	18
tim23-1 inh	0	5	-4	19	-12	15
697 NFkB inh	19	-2	-10	5	10	5
tim10-1 inh	-15	15	-27	7	-4	10
Jurkat NFkB inh	-16	-3	-25	7	-1	-3
UPR CHOP act	-0.8	0.2	-2.0	-2.8	0.6	-0.1
TIM10 inh	-2	-8	-9	7	1	9
UPR XBP1 act	-2	3	-4	-2	0	-2

(31) COc1ccc(Br)c(C(=O)Nc2cccc(S(=O)(=O)N3CCOCC3)c2)c1
(32) CCOC(=O)N1CCN(C(=O)CSc2ccc(-c3ccc(OC)cc3)nn2)CC1
(33) O=C(CN(C(=O)c1ccccc1Cl)C1CCCCC1)Nc1ccc(Cl)c([N+](=O)[O-])c1
(34) O=C(Nc1nnc(SCc2ccc(F)cc2)s1)C1Cc2ccccc2CN1C(=O)c1ccco1 (stereo not drawn)
(35) CC1(C)C(=O)Nc2ccccc2N1C(=O)COc1ncnc2c(Cl)cc(Cl)cc12
(36) COC(=O)CNS(=O)(=O)c1ccc(OC)cc1
Assay by compound	31	32	33	34	35	36
Mdm2 MdmX PPI	-33	-9	21	21	5	0
tim23-1 inh	27	11	13	30	27	22
697 NFkB inh	-3	13	-45	6	-1	10
tim10-1 inh	23	19	23	38	10	-1
Jurkat NFkB inh	7	-12	-41	-6	-5	9
UPR CHOP act	-0.1	2.0	5.6	4.0	0.6	-0.1
TIM10 inh	9	0	26	21	-9	5
UPR XBP1 act	-3	-3	1	2	-2	-1

(37) NC(=NC1CCCCC1)c1ccc([N+](=O)[O-])cc1
(38) CCN(CC(=O)Nc1cccc(OC)c1)CC(=O)Nc1ccc(C)cc1Cl
(39) Cc1c(N2C(=O)/C(=C\c3ccccc3O)SC2=S)c(=O)n(-c2ccccc2)n1C
(40) CCCc1nnc(SCC(=O)Nc2ccc(C(=O)OCC)cc2)o1
(41) CCc1c(C)sc(NC(=O)c2ccoc2C)c1C(N)=O
(42) CCc1ncc(C(O)c2cccc3ccccc23)n1C (stereo not drawn)
Assay by compound	37	38	39	40	41	42
Mdm2 MdmX PPI	12	-29	3	22	14	16
tim23-1 inh	17	23	67*	13	28	0
697 NFkB inh	15	-7	-9	15	-8	3
tim10-1 inh	10	6	24	-5	28	1
Jurkat NFkB inh	2	-9	16	-1	-4	-7
UPR CHOP act	-2.9	0.5	-2.7	-0.2	12	-2.0
TIM10 inh	17	-3	32	-15	13	4
UPR XBP1 act	-2	0	-1	-5	1	1

(43) O=C(CNC(=S)NC(=O)c1ccccc1Br)c1ccccc1
(44) Cc1ccc(C)c(NC(=O)CSc2nnc(C3CCCCC3)o2)c1
(45) COc1cc(NC(=O)CN2CCN(S(=O)(=O)c3ccc(C(C)C)cc3)CC2)cc(OC)c1
(46) COc1ccc(OCC(=O)Nc2cc3c(cc2C(=O)O)OCCCO3)cc1
(47) COc1ccc2c(c1)c1c3n2CCN(C)C3=NCC1
(48) Cc1snc(SCc2cccc(Cl)c2)c1C#N
Assay by compound	43	44	45	46	47	48
Mdm2 MdmX PPI	11	11	-11	2	0	5
tim23-1 inh	3	-8	9	7	4	8
697 NFkB inh	-3	14	-13	17	-27	-10
tim10-1 inh	9	5	4	9	-1	9
Jurkat NFkB inh	9	0	8	-25	-15	-5
UPR CHOP act	-1.7	0.4	1.9	-2.5	-1.6	0.8
TIM10 inh	-1	10	-3	-7	-4	-2
UPR XBP1 act	-2	-1	-3	0	-3	3

(49) COC(=O)C(Cc1c[nH]c2ccccc12)NC(=O)c1ccc2nc[nH]c2c1 (stereo not drawn)
(50) CC(Sc1nc2ccccc2[nH]1)C(=O)NC1CCCCC1C (stereo not drawn)
(51) O=S(=O)(NC1CCCCC1N1CCN(c2ccc(F)cc2)CC1)c1ccccc1 (stereo not drawn)
(52) CC(C)=C1C2CCC1C1C(=O)N(NC(=O)c3ccco3)C(=O)C21 (stereo not drawn)
Assay by compound	49	50	51	52
Mdm2 MdmX PPI	9	20	-3	-19
tim23-1 inh	-5	20	25	16
697 NFkB inh	-77	13	-12	-7
tim10-1 inh	5	4	31	12
Jurkat NFkB inh	-108	-2	-4	-6
UPR CHOP act	4.9	-1.7	0.4	3.2
TIM10 inh	1	4	13	8
UPR XBP1 act	0	-7	-7	1
